Rtt109 HAT inh: blocks Candida albicans Rtt109/Vps75 acetyltransferase activity | AID 540336 | 330,000 tested, 0.16% active | Q5AAJ8 | purified Rtt109/Vps75, ThioGlo CoA-SH fluorescence, 4 h | inhibition, % at 34.9 µM;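 active = inhibition of at least 50% in every replicate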
Target sequence (Q5AAJ8 whole entry, looked up): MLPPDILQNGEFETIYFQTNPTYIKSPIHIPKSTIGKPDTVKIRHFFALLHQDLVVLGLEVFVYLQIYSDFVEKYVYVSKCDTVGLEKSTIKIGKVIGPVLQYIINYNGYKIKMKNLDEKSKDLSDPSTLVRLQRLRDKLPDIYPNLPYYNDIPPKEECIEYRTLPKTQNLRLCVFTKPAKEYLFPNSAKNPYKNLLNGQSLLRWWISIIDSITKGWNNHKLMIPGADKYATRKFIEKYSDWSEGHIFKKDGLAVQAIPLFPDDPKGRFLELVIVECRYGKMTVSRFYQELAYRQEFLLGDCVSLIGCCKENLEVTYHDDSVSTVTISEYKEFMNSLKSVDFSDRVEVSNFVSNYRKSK
CDK5 inh: CDK5/p35 (human) kinase inhibition. inhibition, % at 10 µM. Q00535+Q15078. 330,000 tested, 0.01% active. Recombinant CDK5/p35, ADP-Glo luminescence, 60 min;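 active = highest replicate inhibition of at least 50% and at least 75% of replicates reaching 50%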;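 also: plate controls were DMSO neutral control for no effect and GW8510 at 10 µM for full effect; many of its hits are not listed in these tables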
dFosB act: enhances mouse delta FosB homodimer DNA binding; P13346; purified delta FosB, TAMRA-CDK5 oligo fluorescence polarization; percent of positive-control signal above neutral wells; activation, % at 25 µM; 340,000 tested, 0.99% active; AID 493131;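 active = mean activation above about 17%, with every replicate also reaching it, limit read from the data, passing the limit was not always enough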;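 also: fluorescence polarization rise as delta FosB binds a TAMRA Cdk5 AP-1 oligo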
Target sequence (P13346 whole entry, looked up): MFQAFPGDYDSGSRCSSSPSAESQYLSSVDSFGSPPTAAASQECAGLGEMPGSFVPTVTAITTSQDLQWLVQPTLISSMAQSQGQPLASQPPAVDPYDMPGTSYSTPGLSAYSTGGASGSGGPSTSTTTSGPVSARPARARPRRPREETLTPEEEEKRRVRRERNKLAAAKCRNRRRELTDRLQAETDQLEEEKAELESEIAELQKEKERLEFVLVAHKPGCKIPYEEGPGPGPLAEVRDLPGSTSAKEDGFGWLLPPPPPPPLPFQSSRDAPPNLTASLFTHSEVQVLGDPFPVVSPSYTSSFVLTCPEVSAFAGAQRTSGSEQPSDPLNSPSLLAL
V-ATPase pH: yeast V-ATPase proton transport regulation by pHLuorin; S. cerevisiae, pHLuorin cytosolic pH fluorescence; response, % at 10 µM; 350,000 tested, 0.37% active; AID 504577; in the data active = response mostly above about 7.3%, no sharp cut-off; inactive = mostly below about 5.4%; also: actives read high; inactives centre near 0; some compounds called inactive have numbers as strong as hits; reference of the scale not given here
Wnt bcat act: activators of Wnt/beta-catenin signaling | Wnt/beta-catenin reporter cell assay, activator, plate reader | activation, % at 9.35 µM | 300,000 tested, 1.2% active | AID 743398; in the data active = activation above about 30%, passing the limit was not always enough;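 also: 0% = neutral control wells and 100% = positive control wells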
CAL PDZ FP-1: inhibitors of human CAL PDZ peptide binding. AID 602252. 300,000 tested, 0.92% active. purified CAL PDZ, TMR-peptide fluorescence polarization, 1 h. inhibition, % at 24.9 µM;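 active = mean inhibition of at least 30% with at least half of replicates also reaching 30%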;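 also: 0% = DMSO neutral control and 100% = excess unlabeled competitor peptide PRC23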
Tat transport: blocks Tat-dependent protein export in E. coli | AID 488895 | inhibition, % at 10 µM | E. coli MC4100 TorA-mCherry Tat export, fluorescence | 340,000 tested, 0.036% active;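 active = mean replicate inhibition at least 50% and at least half of replicates individually reaching 50%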;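 also: exported cargo escapes ClpAP degradation while cytoplasmic cargo is degraded and loses fluorescence; 0% = median of neutral control wells and 100% = median of NaSCN control wells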
CAL PDZ FP-2: blocks peptide binding to human CAL PDZ domain; Q9HD26; purified CAL PDZ, TMR-peptide fluorescence polarization, 1 h; inhibition, % at 20 µM; 330,000 tested, 0.02% active; AID 504414;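 active = highest replicate inhibition of at least 40%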;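 also: plate controls were DMSO neutral control wells for no effect and unlabeled competitor peptide control wells for full effect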
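System: tagged CAL PDZ domain. Schedule: 1 h room-temperature incubation prior to read. Signal: fluorescence polarization (mP). Measure: percent inhibition from loss of millipolarization.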
MITF TRPM1 HTS: MITF TRPM1 promoter activation in melanoma cells; SK-MEL-5 TRPM1-promoter luciferase, 24 h; % of positive control, neutral wells = 0; activation, % at 12.5 µM; 300,000 tested, 0.75% active;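 active = mean activation of at least 80% with every replicate also reaching 80%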;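 also: 0% = neutral control wells and 100% = parthenolide positive control wells; values of inactives mirror those of a sister screen read the other way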
RTF Ca sens act: cardiac RTF calcium sensitization; 340,000 tested, 0.24% active; AID 493008; activation, % at 7.2 µM; IANBD-labeled TnC RTF fluorescence at EC20 calcium; 0% EC20 calcium, 100% full calcium; P19429+P45379;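 active = activation above the mean over all tested compounds plus 3 SD, cut at about 30% in these data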;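 also: rise in fluorescence read as greater calcium sensitivity of cardiac thin filaments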
* = called active by the depositor; . = no result given.

Compound,Rtt109 HAT inh,CDK5 inh,dFosB act,V-ATPase pH,Wnt bcat act,CAL PDZ FP-1,Tat transport,CAL PDZ FP-2,MITF TRPM1 HTS,RTF Ca sens act
Nc1nc(-c2ccccc2)cc(C(F)(F)F)n1,-22,-1.9,-1,-2,0,-4,-5,.,-3,5
O=C(NC(=S)N1CCN(c2ccc(O)cc2)CC1)c1ccco1,13,0.4,-12,1,-5,.,5,-0.1,9,-4
OCCC1CN(Cc2cccn2-c2ncccn2)CCN1CCc1ccccc1 (stereo unspecified),3,1.4,1,5,9,-1,6,-0.7,5,3
O=C(CS(=O)(=O)c1ccc(F)cc1)NCCS(=O)(=O)c1ccccc1,9,-0.6,3,3,-1,3,-9,0.0,0,-3
COc1ccc2c(=O)c3c(=O)n(-c4ccccc4)c(-c4ccc(C)cc4)nc3oc2c1,3,0.1,-15,3,17,7,-3,-0.8,.,-7
COc1ccccc1CNC(=O)c1ccoc1C,2,-0.6,0,0,.,-6,-2,.,6,-5
COCCOC(=O)c1c(C)n(C)c2ccc(OC(=O)c3cccs3)cc12,-15,0.7,5,0,.,.,-9,-0.4,5,-1
CC(=O)c1ccc(Oc2cc(-c3ccccc3)nc(-c3ccccc3)n2)cc1,-5,0.1,-5,0,-1,.,2,0.0,22,-8
O=C(Nc1ccccc1F)c1cc(Cl)sc1Cl,0,-1.1,-5,1,7,-6,-2,.,30,1
Nc1nnc(SCc2cn3cc(Cl)ccc3n2)s1,-5,0.5,0,-2,.,-7,-4,-2.2,40,0
Nc1ccc(C(=O)Nc2ccc3nc(-c4ccncc4)[nH]c3c2)cc1,13,-1.6,-7,-3,-1,.,-6,0.0,-4,3
CC1(C)Cc2c(c(-c3ccco3)nc3sc4c(NCC5CCCO5)ncnc4c23)CO1 (stereo unspecified),-5,-0.5,-15,-1,-2,-1,-3,-0.6,6,6
CCOC(=O)C1CCN(C(=O)C(C)Oc2ccc(Br)cc2)CC1 (stereo unspecified),-1,-2.7,-14,-2,-2,1,-6,-0.8,-15,7
COc1ccc(N(C(=O)c2ccc(C)cc2)S(=O)(=O)c2cccs2)cc1,-1,-1.5,-2,1,1,-2,5,-0.6,12,16
COc1cc(C(=O)O)ccc1OCc1ccncc1,0,-1.3,-4,0,1,0,-12,-0.2,.,-1
COc1cc2sc3cc(NCC[C@@H]4CCCN4C)ccc3c(=O)c2cc1OC,-255,5.2,30*,-4,21,-13,0,-3.5,97*,-14
Cc1ccc([C@@H]2[C@@H]3C(=O)N(c4ccccc4)C(=O)[C@@H]3[C@]3(C)C(=O)N(CC4CC4)CC(=O)N23)o1,4,0.2,1,-2,0,2,-2,0.2,0,-10
COc1ccc(/C=C(\NC(=O)/C=C/c2ccco2)C(=O)NCCc2nc3ccccc3[nH]2)cc1,14,-0.6,-12,1,-7,1,-4,-0.8,-5,-2
COc1cc(OC)cc(C(=O)Nn2cc(C(=O)Nc3c(F)cccc3F)c3ccccc3c2=O)c1,-12,.,-7,6,-4,-1,-1,0.0,-21,-7
C=CC[n+]1c(-c2ccc(OC)c(OC)c2)csc1NNC(=O)Nc1ccccc1,-3,3.4,-6,-3,-8,-1,3,0.3,-30,10

Compound,Rtt109 HAT inh,CDK5 inh,dFosB act,V-ATPase pH,Wnt bcat act,CAL PDZ FP-1,Tat transport,CAL PDZ FP-2,MITF TRPM1 HTS,RTF Ca sens act
CCCCn1c(N)c(N(CC)C(=O)CN2C(=O)NC(C)(c3ccccc3)C2=O)c(=O)[nH]c1=O (stereo unspecified),-5,-1.5,-3,-6,-1,-2,-7,-0.8,4,2
O=S(=O)(c1ccc2ccccc2c1)N1CCN(c2ccc(O)cc2)CC1,2,1.3,-2,-1,6,-2,2,0.3,-4,3
Cc1cc(C)c(C(=O)N2CCCC(Nc3ccc(F)cc3)C2)o1 (stereo unspecified),-2,.,-2,-2,0,1,-3,-2.0,1,0
COc1ccccc1OCCC(=O)OCC(=O)c1[nH]c(C)c(C(C)=O)c1C,1,-0.4,-9,2,1,6,-2,0.6,-5,1
CC(C)(C)NC(=O)CN(C(=O)CCC(=O)Nc1nccs1)c1ccc(F)c(Cl)c1,-1,1.5,5,-1,27,.,7,-0.6,8,-6
COc1cc2c(cc1OC)C(=Cc1ccc(N(C)C)cc1)C=C2,4,0.4,-3,-5,-2,-1,-2,0.9,61,-3
CCCCNc1cc(=O)n(C)c(=O)[nH]1,-8,-1.6,-4,-2,-2,-2,-2,0.3,3,2
O=C1c2cccc3c(Cl)ccc(c23)C(=O)N1O,-3,-1.2,1,-4,-6,-3,-12,0.2,-6,-5
COc1cccc(CNC(=O)CCS(=O)(=O)c2cccs2)c1,4,0.5,-9,6,.,-6,-2,-1.6,.,10
O=C(NCCN1CCCCC1)Nc1cccc(C(F)(F)F)c1,-1,-8.3,-3,-3,-1,-1,20,3.4,-6,5
CC(C)(C)NC(=O)C(=O)N/N=C/c1cccs1,4,-0.5,0,-2,22,-4,-6,-0.3,.,-2
CC1CCN(C(=O)c2ccc(NC(=O)CC3SC(N4CCCC4)=NC3=O)cc2)CC1 (stereo unspecified),4,1.6,3,2,1,2,-4,-1.7,3,9
CCOC(=O)c1[nH]c(C)c(C(=O)OCCOc2cccc(C)c2)c1C,-1,0.5,6,0,.,0,6,-0.8,23,7
Cc1cccc(N2NC(=O)/C(=C/c3ccc(-c4ccc(Cl)c(C(=O)O)c4)o3)C2=O)c1,0,-4.9,-11,1,-1,97*,-5,-0.2,-9,-5
CCCCc1c(C)[nH]c(C(=O)OCC)c1C,-5,-1.1,4,-2,-1,-3,4,-1.7,-1,3
O=C(NNC1CC(=O)N(c2ccc3c(c2)OCCO3)C1=O)c1ccc(Cl)cc1 (stereo unspecified),10,-1.8,7,1,0,.,1,0.0,5,7
CCC(C)(C(=O)NC1CCCC1)N(Cc1cccs1)C(=O)c1ccc2c(c1)OCO2 (stereo unspecified),-1,2.3,-10,-4,.,1,-5,-1.3,-7,1
CCC(C)Sc1nc2c(cnn2-c2ccccc2)c(=O)[nH]1 (stereo unspecified),0,-1.6,-2,1,-4,.,1,-3.8,-1,3
O=C(COS(=O)c1ccccc1)Nc1cc(Cl)ccc1N1CCOCC1 (stereo unspecified),0,1.1,-8,2,8,-2,-5,-0.9,5,-3
CC(C)C(CCNC1CCN(C)CC1)c1ccc(Cl)cc1 (stereo unspecified),4,-2.6,-10,0,-1,8,-21,-0.2,-90,-3

Exported with two lines to a compound: part of the list above.
Each structure is followed by: Rtt109 HAT inh, CDK5 inh, dFosB act, V-ATPase pH, Wnt bcat act, CAL PDZ FP-1, Tat transport, CAL PDZ FP-2, MITF TRPM1 HTS, RTF Ca sens act
> Cc1cc(C)c(C(=O)N2CCCC(Nc3ccc(F)cc3)C2)o1 (stereo unspecified)
 : -2, ., -2, -2, 0, 1, -3, -2.0, 1, 0
> COc1ccccc1OCCC(=O)OCC(=O)c1[nH]c(C)c(C(C)=O)c1C
 : 1, -0.4, -9, 2, 1, 6, -2, 0.6, -5, 1
> CC(C)(C)NC(=O)CN(C(=O)CCC(=O)Nc1nccs1)c1ccc(F)c(Cl)c1
 : -1, 1.5, 5, -1, 27, ., 7, -0.6, 8, -6
> COc1cc2c(cc1OC)C(=Cc1ccc(N(C)C)cc1)C=C2
 : 4, 0.4, -3, -5, -2, -1, -2, 0.9, 61, -3
> CCCCNc1cc(=O)n(C)c(=O)[nH]1
 : -8, -1.6, -4, -2, -2, -2, -2, 0.3, 3, 2
> O=C1c2cccc3c(Cl)ccc(c23)C(=O)N1O
 : -3, -1.2, 1, -4, -6, -3, -12, 0.2, -6, -5
> COc1cccc(CNC(=O)CCS(=O)(=O)c2cccs2)c1
 : 4, 0.5, -9, 6, ., -6, -2, -1.6, ., 10
> O=C(NCCN1CCCCC1)Nc1cccc(C(F)(F)F)c1
 : -1, -8.3, -3, -3, -1, -1, 20, 3.4, -6, 5
> CC(C)(C)NC(=O)C(=O)N/N=C/c1cccs1
 : 4, -0.5, 0, -2, 22, -4, -6, -0.3, ., -2
> CC1CCN(C(=O)c2ccc(NC(=O)CC3SC(N4CCCC4)=NC3=O)cc2)CC1 (stereo unspecified)
 : 4, 1.6, 3, 2, 1, 2, -4, -1.7, 3, 9
> CCOC(=O)c1[nH]c(C)c(C(=O)OCCOc2cccc(C)c2)c1C
 : -1, 0.5, 6, 0, ., 0, 6, -0.8, 23, 7
> Cc1cccc(N2NC(=O)/C(=C/c3ccc(-c4ccc(Cl)c(C(=O)O)c4)o3)C2=O)c1
 : 0, -4.9, -11, 1, -1, 97*, -5, -0.2, -9, -5
> CCCCc1c(C)[nH]c(C(=O)OCC)c1C
 : -5, -1.1, 4, -2, -1, -3, 4, -1.7, -1, 3
> O=C(NNC1CC(=O)N(c2ccc3c(c2)OCCO3)C1=O)c1ccc(Cl)cc1 (stereo unspecified)
 : 10, -1.8, 7, 1, 0, ., 1, 0.0, 5, 7
> CCC(C)(C(=O)NC1CCCC1)N(Cc1cccs1)C(=O)c1ccc2c(c1)OCO2 (stereo unspecified)
 : -1, 2.3, -10, -4, ., 1, -5, -1.3, -7, 1

Carrying on:
Compound,Rtt109 HAT inh,CDK5 inh,dFosB act,V-ATPase pH,Wnt bcat act,CAL PDZ FP-1,Tat transport,CAL PDZ FP-2,MITF TRPM1 HTS,RTF Ca sens act
COc1ccc(C2N(c3ccccc3)C(=O)C2(F)F)cc1OC (stereo unspecified),9,0.9,7,-4,0,-3,-16,-2.3,3,-3
Cc1ccc(C)n1-c1c(C(=O)NN)cnn1-c1ccccc1,9,0.6,-11,4,-2,-5,-2,-1.2,-7,-4
O=C(NC1(C(F)(F)F)NC(=O)N(C2CCCC2)C1=O)C1CC1 (stereo unspecified),1,0.4,-3,-1,-1,-6,-4,-0.4,.,1
N#C/C(=C\c1ccc(-c2ccc(C(=O)O)cc2)o1)C(=O)NCC1CCCO1 (stereo unspecified),-11,0.4,0,4,.,-3,-1,-1.5,11,-1
NC(=O)C1CCCN(C(=O)CCCNC(=O)c2ccc(Cl)cc2)C1 (stereo unspecified),-1,1.0,2,-1,-4,73*,1,-0.7,6,-5
COc1ccccc1N1CCN(Cc2cc(OC)c3c(c2)OCO3)CC1,-6,-1.8,1,-2,-1,-2,-2,-0.6,.,-2
Cc1cccc(NC2=NC3(CCCCC3)N=C(N)N2)c1C,5,-6.7,5,-4,0,0,-7,-1.0,.,-2
COC(=O)c1sc2[nH]c(=S)n(N)c(=O)c2c1C,-3,0.5,0,-2,.,2,-2,0.7,-5,0
CCOc1cc(/C=N\NC(=O)CC(=O)NCCc2ccccc2)ccc1O,4,-2.3,1,-2,-2,4,11,.,-12,-2
Cc1ccc2[nH]c(=O)c(N3CCOCC3)c(-c3ccccc3)c2c1,-6,0.7,-19,-3,.,.,-4,-2.5,2,-3
COc1cccc(C(=O)/C=C/c2ccc(OCC#N)c(OC)c2)c1,0,0.6,-8,2,.,-3,15,-0.4,-53,0
O=C(O)CSc1nc2c(cnn2-c2ccccc2)c(=O)n1-c1ccc(Br)cc1,-27,-3.0,-6,1,.,-6,-3,-3.1,20,-2

Screening data deposited in PubChem BioAssay by several laboratories.
